Mtb BioA inh: BioA (M. tuberculosis) enzyme inhibition. inhibition, % at 9.99 µM. AID 602481. purified M. tuberculosis BioA enzyme, plate reader. 360,000 tested, 0.096% active; in the data active means inhibition above about 40%
The depositor's hits bear a star. Not all compounds are listed; count on the stated rates, not on these rows.

SMILES | Mtb BioA inh
C[C@@H]1CCCCO[C@@H](CN(C)S(=O)(=O)c2cccs2)[C@@H](C)CN([C@H](C)CO)C(=O)c2cc(NC(=O)c3ccccc3)ccc2O1 | -5.0
O=C(C[C@H]1C[C@@H]2c3cc(NC(=O)NC4CCCC4)ccc3O[C@@H]2[C@H](CO)O1)NCc1ccc(Cl)cc1 | -0.6
Cc1noc(C)c1NC(=O)Nc1ccc2c(c1)C(=O)N([C@@H](C)CO)C[C@H](C)[C@H](CN(C)Cc1ccncc1)OCCCC[C@@H](C)O2 | -1.6
C[C@H](CO)N1C[C@H](C)[C@H](CN(C)S(=O)(=O)c2ccccc2)Oc2ccc(NC(=O)CCN3CCOCC3)cc2C1=O | 2.5
COc1ccccc1C(=O)N1C[C@@H]2[C@H](c3ccccc31)[C@@H](CO)N2C(=O)Cc1ccccc1 | -1.4
CCCC#Cc1ccc2c(c1)O[C@H](CN(C)C(=O)Nc1ccccc1F)[C@@H](C)CN([C@@H](C)CO)S2(=O)=O | 1.1
Cn1cnc(S(=O)(=O)N2CCCCN3[C@H](CO)[C@@H](c4ccc(C5=CCCC5)cc4)[C@H]3C2)c1 | -5.5
O=C(C[C@@H]1CC[C@@H]2[C@H](COC[C@@H](O)CN2S(=O)(=O)c2ccc(F)cc2)O1)NCCN1CCCCC1 | -1.6
Cc1noc(C)c1S(=O)(=O)N(C)C[C@H]1OCCCC[C@H](C)Oc2ccc(NC(=O)Nc3ccc4c(c3)OCO4)cc2C(=O)N([C@H](C)CO)C[C@@H]1C | -1.5
Cn1cnc(S(=O)(=O)N2CCCCN3[C@H](C2)[C@H](c2ccc(C4=CCCC4)cc2)[C@@H]3CO)c1 | -5.8
CS(=O)(=O)Nc1ccc2c(c1)[C@H]1C[C@H](CC(=O)N3CCOCC3)O[C@H](CO)[C@H]1O2 | -5.4
O=C(C[C@H]1C=C[C@@H](NC(=O)Nc2ccccc2F)[C@H](CO)O1)NCc1ccc(Cl)cc1 | -2.5
COc1ccc(S(=O)(=O)Nc2ccc3c(c2)C(=O)N([C@H](C)CO)C[C@@H](C)[C@H](CN(C)C(=O)Cc2ccccc2)OCCCC[C@H](C)O3)cc1 | -0.3
C[C@@H]1CN([C@@H](C)CO)S(=O)(=O)c2ccc(C#CC3CCCC3)cc2O[C@@H]1CN(C)Cc1cccnc1 | -1.5
O=C([C@@H]1[C@@H](CO)[C@@H]2Cn3c(cccc3=O)[C@@H]2N1CC1CCCC1)N1CCOCC1 | 0.2
CCC(=O)Nc1ccc2c(c1)C(=O)N(C)C[C@H](OC)[C@@H](C)CN(CC1CCOCC1)[C@H](C)CO2 | -0.8
C[C@H]1CN([C@@H](C)CO)C(=O)c2cc(NC(=O)CCC(F)(F)F)ccc2O[C@@H]1CN(C)S(=O)(=O)c1cn(C)cn1 | -1.8
C/C=C/c1cnc2c(c1)C(=O)N([C@H](C)CO)C[C@@H](C)[C@H](CN(C)Cc1ccccc1)O2 | 4.3
C[C@H]1CN([C@@H](C)CO)C(=O)c2cc(C#CC3CCCCC3)cnc2O[C@@H]1CN(C)S(=O)(=O)c1ccc(F)cc1 | -6.4
CC=Cc1ccc2n(c1=O)C[C@@H]1[C@@H](CO)[C@H](C(=O)OC)[C@H]2N1C(=O)CC (mixture of isomers) | -1.4
COc1cccc(NC(=O)N[C@H]2C=C[C@H](CC(=O)N3CCCCC3)O[C@H]2CO)c1 | -1.7
COCC(=O)Nc1ccc2c(c1)C(=O)N(C)C[C@@H](OC)[C@H](C)CN(Cc1ccccc1)[C@H](C)CO2 | -0.2
CCC(=O)N1[C@H](CN(CC)C(=O)c2ccccc2)[C@@H](c2ccccc2)[C@@H]1CO | -3.5
COc1ccc(NC(=O)N(C)C[C@@H]2OCc3ccccc3-c3c(n(C)c4ccccc34)C(=O)N([C@@H](C)CO)C[C@@H]2C)c(OC)c1 | 2.7
O=C(C[C@@H]1CC[C@H]2[C@@H](COC[C@H](O)CN2CCc2ccccc2)O1)NCc1ccc(F)cc1 | 0.7
C[C@@H]1CN([C@@H](C)CO)C(=O)c2cc(NC(=O)Nc3ccc4c(c3)OCO4)ccc2O[C@H]1CN(C)C(=O)Nc1ccc2c(c1)OCO2 | -0.4
CNC[C@@H]1OCCCC[C@@H](C)Oc2ccc(NC(=O)CCC(F)(F)F)cc2C(=O)N([C@@H](C)CO)C[C@@H]1C | -1.8
COc1ccc(CN(C)C[C@@H]2Oc3c(NC(=O)Nc4ccccc4)cccc3C(=O)N([C@@H](C)CO)C[C@H]2C)cc1 | -0.4
C[C@@H](NC(=O)C[C@@H]1CC[C@H](NC(=O)C2CC2)[C@@H](CO)O1)c1ccccc1 | 3.2
O=C(CN1CCOCC1)N1CCCCN2[C@@H](CO)[C@H](c3ccc(-c4ccccc4F)cc3)[C@@H]2C1 | 0.4
COc1ccc(NC(=O)Nc2ccc3c(c2)C(=O)N([C@H](C)CO)C[C@H](C)[C@@H](CN(C)S(=O)(=O)c2ccc(F)cc2)OCCCC[C@@H](C)O3)cc1 | 3.8
C[C@@H]1CCCCO[C@@H](CN(C)S(=O)(=O)c2cn(C)cn2)[C@@H](C)CN([C@@H](C)CO)C(=O)c2cc(NS(C)(=O)=O)ccc2O1 | -0.7
Cc1noc(C)c1NC(=O)Nc1ccc2c(c1)C(=O)N([C@@H](C)CO)C[C@H](C)[C@@H](CN(C)S(=O)(=O)c1ccc(Cl)cc1)O2 | -2.9
CCCNC(=O)N(C)C[C@H]1Oc2ncc(C#CCC(C)C)cc2C(=O)N([C@H](C)CO)C[C@@H]1C | -0.3
C/C=C/c1ccc([C@@H]2[C@@H](CO)N3CCCCN(S(=O)(=O)c4cccs4)C[C@H]23)cc1 | 3.5
COc1cccc(S(=O)(=O)N(C)C[C@@H]2Oc3ncc(-c4cccc(F)c4)cc3C(=O)N([C@H](C)CO)C[C@@H]2C)c1 | 2.0
Cc1noc(C)c1NC(=O)N(C)C[C@H]1OCCCC[C@H](C)Oc2ccc(NC(=O)Nc3ccccc3)cc2C(=O)N([C@H](C)CO)C[C@@H]1C | -5.2
Cc1noc(C)c1NC(=O)N(C)C[C@H]1OCCCC[C@H](C)Oc2ccc(N(C)C)cc2C(=O)N([C@H](C)CO)C[C@@H]1C | -1.0
C[C@@H]1CCCCO[C@@H](CN(C)Cc2ccc(C(F)(F)F)cc2)[C@@H](C)CN([C@@H](C)CO)C(=O)c2cc(NS(=O)(=O)c3cn(C)cn3)ccc2O1 | 2.3
CCCN1[C@@H]2Cn3c(ccc(C4=CCCC4)c3=O)[C@H]1[C@@H](C(=O)N(C)C)[C@@H]2CO | -0.2
C[C@H]1CN([C@@H](C)CO)S(=O)(=O)c2ccc(C3=CCCCC3)cc2O[C@@H]1CN(C)C(=O)Cc1ccccc1 | 1.1
N#C[C@H]1[C@H](c2ccccc2)[C@H](CO)N1C(=O)c1ccccc1F | -1.9
CN1C(=O)c2cc(NC(=O)Nc3ccc(Cl)cc3)ccc2OC[C@@H]2O[C@@H](CC(=O)O)CC[C@@H]21 | -0.5
COCCNC(=O)[C@H]1[C@H](CO)[C@H]2Cn3c(ccc(-c4ccccc4)c3=O)[C@@H]1N2C(=O)NC(C)C | -1.7
O=C(C[C@H]1C=C[C@H](NC(=O)C2CC2)[C@H](CO)O1)NCCCN1CCOCC1 | -7.2
COCC#Cc1ccc2c(c1)O[C@H](CN(C)Cc1ccncc1)[C@@H](C)CN([C@H](C)CO)S2(=O)=O | 1.4
Cc1ccc(S(=O)(=O)NCC[C@@H]2CC[C@@H](NC(=O)c3cccnc3)[C@@H](CO)O2)cc1 | -1.1
CCCN1C[C@H](C)[C@H](OC)CN(C)C(=O)c2ccc(NC(=O)c3cccc(F)c3)cc2OC[C@H]1C | 1.9
C[C@@H]1CN([C@H](C)CO)C(=O)c2cc(NS(=O)(=O)c3ccc(Cl)cc3)ccc2O[C@@H](C)CCCCO[C@@H]1CN(C)Cc1ccncc1 | 0.0
CN1C(=O)c2cc(NC(=O)C3CCCC3)ccc2OC[C@@H]2O[C@H](CC(=O)NCC(F)(F)F)CC[C@@H]21 | 0.2
COCC(=O)N1C[C@H](C)[C@H](OC)CN(C)C(=O)c2cc(NC(=O)c3ccc(F)cc3)ccc2OC[C@@H]1C | -2.6
COC(=O)[C@@H]1[C@@H](CO)[C@@H]2Cn3c(ccc(C4=CCCC4)c3=O)[C@H]1N2C(=O)CC1CC1 | 1.9
C[C@@H]1CN([C@H](C)CO)C(=O)c2cc(NC(=O)C3CCCCC3)ccc2O[C@@H](C)CCCCO[C@@H]1CN(C)S(=O)(=O)c1ccc(F)cc1 | 0.5
Cc1ccc(S(=O)(=O)N(C)C[C@H]2Oc3ccc(NC(=O)Nc4ccccc4)cc3C(=O)N([C@@H](C)CO)C[C@H]2C)cc1 | -1.7
C[C@@H]1CN([C@H](C)CO)C(=O)c2cc(NS(=O)(=O)c3cn(C)cn3)ccc2O[C@@H]1CN(C)S(=O)(=O)c1ccccc1 | 3.8
O=C(C1CCOCC1)N1CC[C@@H]2[C@H]1c1cc(Br)ccc1N[C@@H]2CO | 73.7*
C[C@@H]1CN([C@H](C)CO)C(=O)c2cccc(NC(=O)c3cnccn3)c2O[C@@H]1CN(C)Cc1ccc2c(c1)OCO2 | 0.0
O=C(C[C@@H]1C[C@H]2c3cc(NC(=O)NC4CCCC4)ccc3O[C@H]2[C@@H](CO)O1)NCc1cc(F)ccc1F | -0.1
Cc1noc(C)c1NC(=O)Nc1ccc2c(c1)C(=O)N([C@@H](C)CO)C[C@@H](C)[C@H](CN(C)C)OCCCC[C@@H](C)O2 | -0.8
CNC[C@@H]1Oc2ccc(NC(=O)CCC(F)(F)F)cc2CC(=O)N([C@H](C)CO)C[C@H]1C | -1.0

(next part)
SMILES | Mtb BioA inh
COc1ccc(S(=O)(=O)N(C)C[C@@H]2OCCCC[C@H](C)Oc3ccc(NC(=O)Nc4c(C)noc4C)cc3C(=O)N([C@H](C)CO)C[C@H]2C)cc1 | -0.9
O=C(C[C@H]1CC[C@H]2[C@@H](COC[C@@H](O)CN2C(=O)c2ccc3c(c2)OCO3)O1)NC1Cc2ccccc2C1 | 0.2
CN1C(=O)c2cc(NC(=O)C3CCOCC3)ccc2OC[C@H]2O[C@H](CC(=O)NCC3CC3)CC[C@H]21 | -2.2
C[C@H]1CN([C@@H](C)CO)C(=O)c2cc(C#CC3(O)CCCC3)cnc2O[C@H]1CN(C)C(=O)Nc1ccc2c(c1)OCO2 | -1.7
C/C=C/c1ccc2c(c1)O[C@@H](CN(C)C(C)=O)[C@H](C)CN([C@H](C)CO)S2(=O)=O | 15.3
CO[C@@H]1CN(C)C(=O)c2cc(NC(=O)C3CCC3)ccc2OC[C@@H](C)N(Cc2nccs2)C[C@H]1C | -0.8
C[C@H]1CN([C@@H](C)CO)C(=O)c2cccc(NC(=O)C3CCOCC3)c2O[C@@H]1CN(C)S(C)(=O)=O | -1.9
COCC(=O)N1CCCCN2[C@@H](CO)[C@H](c3ccc(-c4ccc(C)cc4)cc3)[C@@H]2C1 | 1.3
C[C@@H]1CCCCO[C@@H](CN(C)S(=O)(=O)c2ccc(Cl)cc2)[C@@H](C)CN([C@H](C)CO)C(=O)c2cc(NC(=O)CCCCCC(=O)Nc3ccccc3N)ccc2O1 | -1.7
COc1ccc(S(=O)(=O)N(C)C[C@@H]2Oc3ncc(-c4ccncc4)cc3C(=O)N([C@@H](C)CO)C[C@H]2C)cc1 | 0.9
COC(=O)C[C@H]1CC[C@@H](NS(=O)(=O)c2ccccc2F)[C@H](CO)O1 | 0.2
C[C@@H]1CN([C@@H](C)CO)C(=O)c2cccc(NC(=O)Nc3ccc(C(F)(F)F)cc3)c2O[C@@H]1CN(C)C(=O)Nc1ccc2c(c1)OCO2 | 0.4
Cc1ccc(S(=O)(=O)Nc2ccc3c(c2)C(=O)N([C@H](C)CO)C[C@H](C)[C@H](CN(C)Cc2ccc(C(=O)Nc4ccccc4N)cc2)O3)cc1 | 0.1
C[C@H]1CN([C@@H](C)CO)C(=O)Cc2cc(NC(=O)Nc3ccc(C(F)(F)F)cc3)ccc2O[C@H]1CN(C)S(C)(=O)=O | 5.2
CN1C(=O)c2cc(NC(=O)Nc3ccccc3)ccc2OC[C@@H]2O[C@H](CC(=O)O)CC[C@@H]21 | 1.2

An excerpt of these results, as labelled records:
> C[C@H]1CN([C@@H](C)CO)C(=O)c2cc(C#CC3(O)CCCC3)cnc2O[C@H]1CN(C)C(=O)Nc1ccc2c(c1)OCO2
  Mtb BioA inh = -1.7

> COC(=O)C[C@H]1CC[C@@H](NS(=O)(=O)c2ccccc2F)[C@H](CO)O1
  Mtb BioA inh = 0.2

> C[C@H]1CN([C@@H](C)CO)C(=O)Cc2cc(NC(=O)Nc3ccc(C(F)(F)F)cc3)ccc2O[C@H]1CN(C)S(C)(=O)=O
  Mtb BioA inh = 5.2

> CO[C@@H]1CN(C)C(=O)c2cc(NC(=O)C3CCC3)ccc2OC[C@@H](C)N(Cc2nccs2)C[C@H]1C
  Mtb BioA inh = -0.8

Other results:
SMILES | Mtb BioA inh
O=C(CC1CC1)N1CC[C@H]2[C@H](CO)Nc3ccc(-c4ccccc4)cc3[C@H]21 | 0.7
CN(C)CC(=O)N1[C@@H]2Cn3c(ccc(-c4ccccc4)c3=O)[C@H]1[C@@H](C(=O)N1CCN(C)CC1)[C@@H]2CO | -2.3
O=C(C[C@H]1CC[C@@H]2[C@H](COC[C@@H](O)CN2S(=O)(=O)c2ccc(F)cc2)O1)NCc1ccc(Cl)c(Cl)c1 | 2.0
CCCNC(=O)[C@H]1[C@H](CO)[C@H]2Cn3c(ccc(-c4ccncc4)c3=O)[C@@H]1N2Cc1ccccc1F | -0.2
C[C@H](O)C#Cc1ccc2c(c1)O[C@H](CN(C)Cc1ccc(-c3ccccc3)cc1)[C@@H](C)CN([C@H](C)CO)S2(=O)=O | -1.0

2 consecutive records already listed:
SMILES | Mtb BioA inh
CCCNC(=O)[C@H]1[C@H](CO)[C@H]2Cn3c(ccc(-c4ccncc4)c3=O)[C@@H]1N2Cc1ccccc1F | -0.2
C[C@H](O)C#Cc1ccc2c(c1)O[C@H](CN(C)Cc1ccc(-c3ccccc3)cc1)[C@@H](C)CN([C@H](C)CO)S2(=O)=O | -1.0
